# HTT ATP protect – protects HTT-Q103 PC12 cells, measured by ATP. PC12 HTT-Q103 induced, cytoprotection, ATP luminescence, 40 h. Potency, µM (highest dose often 56.4 µM), for inactives: cytoprotection (ATP increase), most hits filed as activators. 0.14% of 230,000 active;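 note: % of control where 0% means no effect; nearly all actives have a fitted effect of over 45% in size; toxic huntingtin expression switched on by the ecdysone agonist tebufenozide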
#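 Stable PC12 Q103-GFP cells in serum-supplemented, phenol red-free DMEM; induction by tebufenozide at 100 nM final; compound dose series; cell viability quantified luminescently from ATP.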
# Tau fibril ThT – tau fibrillization inhibition (ThT binding); P10636; recombinant tau K18 P301L, heparin-induced fibrillization, ThT fluorescence; Potency, µM (highest dose often 57.4 µM), for inactives: at the top dose activity, negative = inhibition, most hits filed as inhibitors; 2.1% of 270,000 active; AID 1460; note: % is set by controls: 0 for no effect and ±100 for the full control effect; nearly all actives have a fitted effect of over 55% in size
# Target sequence (P10636 561-689 P618L limits assumed): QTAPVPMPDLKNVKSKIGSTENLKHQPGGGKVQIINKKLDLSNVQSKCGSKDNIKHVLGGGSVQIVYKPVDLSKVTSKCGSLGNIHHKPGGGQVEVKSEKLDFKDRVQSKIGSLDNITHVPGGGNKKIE
#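 Tau K18 P301L fragment (15 uM unlabeled plus 0.24 uM Alexa 594-labeled) in 100 mM sodium acetate pH 7 with compound, fibrillization induced by 20 uM heparin for 6 hr at 37 C. Thioflavin T (30 uM) added, fluorescence read after 1 hr (ex 450, em 510 nm).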
# ALDH1A1 inh – blocks purified human ALDH1A1 activity; Purified ALDH1A1, NADH fluorescence, propionaldehyde substrate; Potency, µM (highest dose often 75.3 µM), for the others: top-dose activity, negative = inhibition, actives largely listed as inhibitors; 7.3% of 220,000 active; active = well fitted inhibition curve with a large enough effect, not every such curve was filed as active; inconclusive = small, poorly fitted or top-dose-only effect, or another doubt; inactive = no such curve, though single readings can be large or run the other way;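 note: plate controls were no enzyme wells and a reference inhibitor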
# Target sequence (P00352 whole entry, looked up): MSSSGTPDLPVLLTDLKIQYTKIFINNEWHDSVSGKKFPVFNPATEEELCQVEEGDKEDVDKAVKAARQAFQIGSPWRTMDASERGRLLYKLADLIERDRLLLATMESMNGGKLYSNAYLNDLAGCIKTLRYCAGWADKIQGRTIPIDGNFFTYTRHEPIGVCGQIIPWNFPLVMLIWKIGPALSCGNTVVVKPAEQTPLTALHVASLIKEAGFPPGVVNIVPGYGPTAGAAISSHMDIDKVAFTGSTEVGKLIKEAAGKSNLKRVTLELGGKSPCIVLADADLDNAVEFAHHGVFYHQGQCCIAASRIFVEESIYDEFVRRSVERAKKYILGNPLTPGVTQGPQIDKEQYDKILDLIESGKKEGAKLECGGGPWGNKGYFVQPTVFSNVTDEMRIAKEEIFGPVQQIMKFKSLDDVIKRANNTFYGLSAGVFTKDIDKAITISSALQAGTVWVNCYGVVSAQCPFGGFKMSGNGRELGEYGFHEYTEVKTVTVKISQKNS
# Tau fluor counter – counter-screen for tau fibril formation inhibitors. tau K18 P301L (four-repeat tau fragment) Alexa594 fluorescence, heparin fibrillization. Potency, µM (highest dose often 57.7 µM), without a hit: top-dose activity change, negative = decrease. 0.93% of 280,000 active; note: % is set by controls: 0 for no effect and ±100 for the full control effect; nearly all actives have a fitted effect of over 55% in size
#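 Human K18 P301L tau (15 uM unlabeled plus 0.24 uM Alexa 594-labeled, final) in 100 mM sodium acetate pH 7 was mixed with compound and 20 uM heparin and incubated 6 hr at 37 C.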
# Tau fibril FP – inhibitors of human tau fibril formation; P10636; K18 P301L tau heparin fibrillization, Alexa594 FP, 6 h; Potency, µM (top dose mostly 57.7 µM), inactives show at the top dose activity, negative = inhibition, usual class: inhibitors; 0.39% of 280,000 active; AID 1468; note: % is set by controls: 0 for no effect and ±100 for the full control effect; nearly all actives have a fitted effect of over 55% in size
#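 FP of Alexa 594-tau after heparin (20 uM) induction. Substrate: human K18 P301L, 15 uM unlabeled, 0.24 uM labeled. Buffer 100 mM sodium acetate pH 7. 6 hr, 37 C.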
# SMN2 splice up – SMN2 splice variant enhancement | 2.8% of 210,000 active | AID 1458 | HEK293 SMN2-luciferase splicing reporter, luminescence, 30-36 h | Potency, µM (series often up to 46.1 µM), without a hit: at the top dose activity change, positive = activation, most hits filed as activators; note: % of control where 0% means no effect; nearly all actives have a fitted effect of over 55% in size
#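 HEK293 cells carry an SMN2 minigene-luciferase reporter in which exon 7 inclusion puts luciferase in frame. Cells were seeded at 2000 cells/well, attached for 10-12 hours, then exposed to compounds for 30-36 hours at 37C before ONE-Glo luminescence.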
# KDM4E inh – blocks human JMJD2E demethylase activity | Potency, µM (doses to about 57.1 µM), for inactives: at the highest dose activity change, negative = inhibition, hits mostly inhibitors | JMJD2E catalytic domain, FDH-coupled NADH fluorescence (FDH is formaldehyde dehydrogenase) | 1.6% of 230,000 active | B2RXH2; active = well fitted inhibition curve with a large enough effect, not every such curve was filed as active; inconclusive = small, poorly fitted or top-dose-only effect, or another doubt; inactive = no such curve, though single readings can be large or run the other way;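 note: 0% = wells with enzyme and -100% = buffer wells without enzyme; nearly all actives have a fitted effect of over 50% in size; many of its hits are not listed in these tables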
# Target sequence (B2RXH2 1-337 limits assumed): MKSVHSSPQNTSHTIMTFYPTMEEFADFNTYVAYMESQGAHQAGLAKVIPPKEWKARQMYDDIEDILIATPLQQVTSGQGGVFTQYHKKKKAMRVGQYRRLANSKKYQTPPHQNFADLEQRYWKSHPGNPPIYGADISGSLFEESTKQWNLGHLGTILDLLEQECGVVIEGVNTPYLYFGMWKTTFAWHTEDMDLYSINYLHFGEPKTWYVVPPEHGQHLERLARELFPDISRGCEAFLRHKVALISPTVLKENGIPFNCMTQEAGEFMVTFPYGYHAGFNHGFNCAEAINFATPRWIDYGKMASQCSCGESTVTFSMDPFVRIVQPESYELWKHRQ
# HTT aggregate – inhibitors of mutant huntingtin aggregate formation in PC12 cells | PC12 HttQ103-GFP aggregates, Acumen cytometry, 40 h | Potency, µM (top dose mostly 46.1 µM), inactives show top-dose activity change, negative = inhibition, most hits filed as inhibitors | 1.1% of 220,000 active | AID 1688; note: % is set by controls: 0 for no effect and ±100 for the full control effect; nearly all actives have a fitted effect of over 60% in size
#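 Steps: seed 1500 PC12 HTTQ103-GFP cells/well; add tebufenozide, 100 nM final; add compound titration; add ATPLite reagent; quantify GFP aggregates by laser scanning cytometry.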
# The depositor's hits bear a star; ? = inconclusive; . = not tested or not shown; & = joins results of further samples; [ ] = dose if it differs, or a comment. Unless noted, calls come from the whole dose curve; as a rule, active = well fitted curve in the direction sought with a large enough effect; inconclusive = small, poorly fitted or top-dose-only effect, or another doubt; inactive = no such curve, though single readings can be large; an effect the other way counts as inactive or inconclusive. Potency is the fitted concentration of half-maximal effect.
SMILES,HTT ATP protect,Tau fibril ThT,ALDH1A1 inh,Tau fluor counter,Tau fibril FP,SMN2 splice up,KDM4E inh,HTT aggregate
CCOc1ccc(OCCCC(=O)NC2=NCCS2)cc1,15%,?,9%,-7%,-4%,?,-4%,-3%
COc1ccc(NC(=O)/C(Cl)=C(/Cl)S(=O)Cc2ccccc2Cl)cn1 (stereo unspecified),-170%[inhibitor],8.9µM*,0.63µM*,-11%,?,-96%[inhibitor],-1%,?
CCOC(=O)c1ccccc1NC(=O)CN(c1cc(C(F)(F)F)ccc1Cl)S(C)(=O)=O,.,-15%,.,?,-9%,-18%,.,.
O=C1C(C=Nc2ccc(F)cc2)=C(O)c2ccccc21,1%[10 µM],-13%,4%,-4%,4%,.,9%,-11%[9.22 µM]
CCc1nnc(NC(=O)CSc2nnc(C)n2-c2ccc(C)cc2)s1,8%,-4%,-23%,-7%,7%,-3%,0%,-8%
COc1ccc(OC)c(/C=N/NC(=O)CCc2c(C)n[nH]c2C)c1,7%[10 µM],-8%,.,-3%,10%,.,?,-6%[9.22 µM]
CN(C)CCNC(=O)C(=O)NCC1OCCN1S(=O)(=O)c1ccc([N+](=O)[O-])cc1 (stereo unspecified),-1%[10 µM],0%,-9%,-4%,-1%,-9%,-24%,?
O=C(OCn1ncc(Br)c(Br)c1=O)c1ccc(F)cc1,-98%[inhibitor][10 µM],?,0.089µM*,-6%,?,-73%[inhibitor],2%,4µM*
Cn1c2c(c(=O)n3ncnc13)CCCC2,-4%[10 µM],3%,.,-1%,3%,.,-2%,-2%[9.22 µM]
Cc1ccc(/C=C(/C#N)C(=O)NC(=O)Oc2ccccc2)cc1,16%,-6%,4%,1%,8%,21%,-12%,-16%
COc1ccc(-c2csc3nc(-c4ccccc4)oc(=O)c23)cc1OC,2%[10 µM],?,-3%,?,-1%&-18%,-69%&1%[inhibitor],-7%,-12%[9.22 µM]
COc1ccc(C2CC(c3cccs3)=NN2C(=O)COC(=O)c2cncc(Br)c2)cc1OC (stereo unspecified),-19%,-5%,?,-7%,5%,-21%,?,-19%
Cc1cc(/C=N/NC(=O)c2cccc([N+](=O)[O-])c2)c(C)n1-c1ccc(Cl)cc1Cl,-14%,?,?,?,5%,-19%,-6%,-30%
O=C(COC(=O)c1ccc(S(=O)(=O)N2CCCC2)cc1)Nc1ccc(F)cc1F,5%[10 µM],6%,11%,10%,2%,2%,3%,22%
CN(C)C(CNC(=O)c1cc(S(=O)(=O)N(C)c2ccccc2)ccc1Cl)c1cccs1 (stereo unspecified),-17%,-2%,-3%,0%,-1%,-17%,6%,-23%
COC(=O)c1sccc1N/C=C(\C#N)S(=O)(=O)C(C)(C)C,-30%[10 µM],4%,?,-5%,-7%,.,2%,-25%[9.22 µM]
Cc1cc(Br)ccc1OCCCCN1CCC(C)CC1,.,-6%,5%,-6%,-7%,-5%,?,-1%
O=C(Nc1ccccc1)N(C1=NCCC1)c1ccc(OC(F)F)cc1,-13%,-15%,-1%,-18%,-4%,-21%,5%,-3%
C(=NCCCN1CCOCC1)c1ccc2c(c1)OCO2,10%,3%,?,10%,5%,0%,?,-5%
Cn1c(CN2CCOCC2)nnc1SCc1ccc(C#N)cc1,.,5%,0%,5%,-3%,5%,4%,.
Cc1ccc(Cl)cc1NC(=O)CC1Sc2ccccc2NC1=O (stereo unspecified),.,0%,.,-8%,-5%,-4%,.,.
O=C(OC1CCOC1=O)c1cc(-c2ccc(Cl)cc2)nc2ccccc12 (stereo unspecified),-18%,-12%,?,?,?,24%,15%,2%
Cc1ccc(CNC(=O)N2CCN(C)CC2)cc1,.,-9%,4%,-7%,5%,12%,-2%,2%
CC(C)C(OC(=O)C1CCCO1)C(=O)NC1CCCC1 (stereo unspecified),-2%,6%,-1%,8%,-4%,1%,-5%,-12%
CCCCOC(=O)C1[C@H]2C(=O)N(CCc3ccccc3)C[C@]23C=C[C@H]1O3 (stereo partly specified),-11%,-16%,-7%,-2%,1%,-2%,-1%,14%
CCN(CC)CCN(C)C(=O)c1ccc(OC2CCN(C(=O)C3CC3)CC2)cc1,8%[10 µM],-3%,0%,1%,5%,-15%,-13%,18%[9.22 µM]
CCOc1ccc(N2C(=O)/C(=C/c3ccccn3)SC2=S)cc1,9%[10 µM],4%,.,4%,-7%,.,1%,-1%[9.22 µM]
CCOC(=O)c1cnc2c(C)cc(C)cc2c1Nc1ccc(OCc2ccccc2)cc1,.,?,.,-20%,-4%,-9%,.,.
CCOC(=O)Cn1cnc2onc(-c3ccc(F)cc3)c2c1=O,.,0%,.,-20%,-7%,-14%,.,.
CCOC(=O)c1cnc(-n2nc(C)cc2C)nc1Nc1cccc(C(=O)O)c1,-4%[0.074 µM],-8%,-3%,-2%,4%,-2%,-9%,-2%
COc1ccc(-c2nnc(NC(=O)c3ccc(S(=O)(=O)N4CCCc5ccccc54)cc3)o2)cc1,-85%[inhibitor],-20%,2%,-23%,0%,-92%[inhibitor],-18%,?
O=C(NC1=NCCS1)c1ccc(Cl)s1,8%[10 µM],-8%,-11%,-5%,-7%,16µM*,-8%,-23%
CCOc1ccc(C(=O)NC(=S)Nc2ccc(NC(=O)c3ccco3)cc2)cc1[N+](=O)[O-],-9%[10 µM],7%,-17%,6%,10%,-17%,-1%,3%
COc1ccc(/C(O)=C2\C(=O)C(=O)N(CCCN(C)C)C2c2ccccc2F)cc1Cl (stereo unspecified),4%[0.074 µM],-6%,-4%,1%,-4%,2%,0%,2%
CCOc1nc(OCC)nc(N2CCC(C)CC2)n1,-2%[10 µM],0%,10µM*,-2%,3%,-23%,-1%,12%
Cc1ccccc1CNC(=O)c1ccc2c(c1)N(Cc1ccccc1)CCS2,.,-7%,.,?,4%,-2%,.,.
COC(=O)c1ccccc1NC(=O)CN1CCCCC1,-14%[1.9 µM],7%,-4%,9%,4%,18%,1%,-9%[9.22 µM]
O=C(N/N=C/c1ccc2cccc(OCc3ccccc3)c2n1)c1ccc(Cl)cc1,?,-2%,?,-7%,3%,-4%,?,?
Cc1cnc(C(=O)OCC(=O)Nc2oc(-c3ccccc3)c(-c3ccccc3)c2C#N)cn1,-37%,?,?,?,4%,-8%,9%,?
CCCC(=O)Nc1ccc(C(=O)Nc2nnc(COC)s2)cc1,12%,-3%,-1%,0%,2%,16%,-7%,-11%
CCOC(=O)[C@H]1O[C@@H]1C(=O)N[C@@H](CC(C)C)C(=O)NCCC(C)C,.,-14%,.,-6%,7%,.,10%,.
CC1(C(=O)O)NCCc2cc(O)c(O)cc21 (stereo unspecified),-18%,20µM*,?,-16%,?,1%,.,.
CC(=O)c1ccc(NC(=O)/C(=C\c2ccccc2)NC(=O)/C=C/c2ccccc2)cc1,-26%,0%,?,-25%,-13%,-13%,-13%,-7%
Cc1ccc(/C=N/Nc2cccc(C(=O)O)c2)s1,32%[0.074 µM],7%,-5%,10%,8%,0.25µM*,0%,5%
CCOC(=O)CSc1ccc2nnc(CCNS(=O)(=O)c3ccc(C)cc3)n2n1,12%,-6%,?,-1%,2%,-34%[inhibitor],?,?
CCOCCCn1c(=N)c(C(=O)NCc2ccccc2)cc2c(=O)n3ccccc3nc21,.,-12%,.,-14%,-1%,-7%,.,.
Cc1ccc(-n2c(=S)[nH]c3c(oc4ccccc43)c2=O)cc1,-23%[10 µM],3%,8%,-3%,-3%,.,-2%,-2%
CCOC(=O)Cn1nc(C)cc1NC(=O)c1cccnc1,-24%,-6%,7%,-6%,-3%,-4%,7%,-1%

# Rewritten as tab-separated lines: part of the list above.
SMILES	HTT ATP protect	Tau fibril ThT	ALDH1A1 inh	Tau fluor counter	Tau fibril FP	SMN2 splice up	KDM4E inh	HTT aggregate
CCOC(=O)[C@H]1O[C@@H]1C(=O)N[C@@H](CC(C)C)C(=O)NCCC(C)C	.	-14%	.	-6%	7%	.	10%	.
CC1(C(=O)O)NCCc2cc(O)c(O)cc21 (stereo unspecified)	-18%	20µM*	?	-16%	?	1%	.	.
CC(=O)c1ccc(NC(=O)/C(=C\c2ccccc2)NC(=O)/C=C/c2ccccc2)cc1	-26%	0%	?	-25%	-13%	-13%	-13%	-7%
Cc1ccc(/C=N/Nc2cccc(C(=O)O)c2)s1	32%[0.074 µM]	7%	-5%	10%	8%	0.25µM*	0%	5%

# The list goes on.
SMILES,HTT ATP protect,Tau fibril ThT,ALDH1A1 inh,Tau fluor counter,Tau fibril FP,SMN2 splice up,KDM4E inh,HTT aggregate
COC/C=C/C1=CC2=CC(=O)C(C)(OC(=O)c3cnc4ccccc4n3)C(=O)C2=CN1C1CC1 (stereo unspecified),-4%[10 µM],?,11%[13.5 µM],-22%[11.6 µM],2%[11.6 µM],-3%[9.22 µM],-25%[11.4 µM],.
C/C=N/NC(=O)CCNC(=O)c1ccccc1,.,-12%,-3%,-17%,9%,0%,4%,-4%
COc1ccc(Nc2cc(C(=O)NCCCN3CCN(C)CC3)c3ccccc3n2)c(OC)c1,-41%[inhibitor],?,6%,-27%,12%,1%,-5%,-3%
CC(=O)c1c(N2CCOCC2)nc(=S)n(-c2ccc([N+](=O)[O-])cc2)c1C,-6%,-8%,?,-6%,-10%,-7%,-2%,16%[9.22 µM]
COC(=O)CN1C(=O)N/C(=C/c2cc(OC)c(OC)cc2C)C1=O,3%[10 µM],-10%,?,-10%,-3%,.,-10%,-3%[9.22 µM]
Cc1ccc(Nc2c(F)c(F)c(F)c(F)c2C(=O)O)cc1,-40%[inhibitor],3%,2%,1%,9%,11%,-2%,8%
COC(=O)[C@H](C)NC(=O)Nc1ccc(OC)cc1OC,7%[0.074 µM],-1%,3%,1%,5%,.,6%,-16%
COc1ccc(CC(=O)N(C)C2CCCCC2)cc1S(=O)(=O)N1CCOCC1,.,7%,-1%,3%,-1%,7%,14%,19%
CCCCc1c(C)c(C#N)c2nc3ccccc3n2c1Nc1c(C)n(C)n(-c2ccccc2)c1=O,-25%,?,3%,-9%,6%,-30%,?,-7%
COCC(C)NC(=O)c1ccccc1[N+](=O)[O-] (stereo unspecified),.,-1%,4%,4%,-8%,1%,5%,15%
CCn1c(=NC(=O)CSC(C)=O)sc2ccccc21,16%,-9%,?,-8%,3%,-13%,-5%,6%

# Compound activity from PubChem BioAssay.

# Only part of the results is shown (hit frequency here may not be typical).
